Screens from PubChem BioAssay.
PriA SSB inh – inhibitors of Klebsiella pneumoniae PriA binding to SSB C-terminal tail | AlphaScreen SSBct-PriA binding, biotinylated peptide | inhibition, % at 33 µM | 0.6% of 430,000 active | AID 1272365; in the data active = inhibition mostly above about 37%, no sharp cut-off; inactive = mostly below about 20%;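 also: plate controls were negative control peptide for no effect and reference peptide for full effect; strong numbers were not always called active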
* marks the source's active call; other numbers are inactive results; & = joins results of further samples.

SMILES	PriA SSB inh
Cc1cc(-c2nnc(NC(=O)c3ccc(F)cc3)o2)n(C)n1	4
O=C(NC[C@H](Cc1cccc(F)c1)n1cccc1)c1ccc(=O)oc1	4
CN1C(=O)C(C)(C)COc2ccc(NS(=O)(=O)c3ccccc3)cc21	0
CCCCCC(=O)NN=C(C)c1ccccn1	1
O=C(c1cncc(Br)c1)N1CCC2(CC1)OCCS2	-6
CCOc1ccc(-c2cc(=O)n(CC(=O)N3c4ccccc4CC3C)cn2)cc1 (stereo not drawn)	-10&-8
Clc1cccc2cccnc12	23
CON=C1CCCc2c(C(=O)NN)sc(SC)c21	1
CC(=NNc1ccc(C(=O)O)cc1)c1ccc(Cl)s1	6
c1ccc(-n2nnnc2N2CCN(c3ccccn3)CC2)cc1	6
O=C(CSc1nccn2nc(-c3ccc(Cl)cc3)cc12)NC1CCCCC1	2
CC(=O)C(N=Nc1ccc(-n2ccc(C(F)(F)F)n2)cc1)=C(C)O	3
Cn1c(=O)c2ccc(C(=O)NC3CCCC3)cc2n2c(SCC(=O)Nc3cc(F)ccc3F)nnc12	-16
Cc1cc(C)c(C)c(S(=O)(=O)NCc2ccc(C(=O)Nc3cccnc3)cc2)c1C	5
O=C(Cn1c(C2CC2)nc2c(cnn2-c2ccccc2)c1=O)NCc1ccccc1	-8
O=c1[nH]c(=O)n(C2CCCCC2)c(O)c1C=NN1CCCCC1c1cccnc1 (stereo not drawn)	6
CCCSc1nnc(NC(=O)CSc2nnnn2-c2ccccc2F)s1	-13
COc1ccc(C(=O)CSc2ccc(NC(=O)C(C)C)nn2)cc1	-14&-4
Cn1nc(C(=O)OC2CN(c3nc4c(F)cc(F)cc4s3)C2)ccc1=O	-17
CO[C@@]1(CNS(=O)(=O)c2cccnc2)CCSC1	-13
COc1ccc(S(=O)(=O)Nc2ccc3c(c2)CCC(=O)N3C)cc1Cl	-3
CC(=NNC(=O)OC(C)(C)C)c1ccc(-n2ccnc2)cc1	-3
CCn1c(SCC(=O)NN=Cc2cc(OC)c(O)c(OC)c2)nc2ccccc21	4
CCOc1cc(C=NNC(N)=O)cc(Br)c1OCc1ccccc1	-6
Cc1ccccc1NC(=O)NCC[C@H](O)c1ccsc1	-3
COc1ccc(C(=O)Nc2nnc(Cc3ccc(Cl)s3)o2)cc1	12
CCCCc1ccc(-c2csc(-c3ccccn3)n2)cc1	-20
Cc1ccc(S(=O)(=O)CCCC(=O)Nc2nc3c(s2)C(=O)CC(C)(C)C3)cc1	1
O=S(=O)(NCC[C@H](O)C1CCOCC1)c1cccc2ccccc12	-3
Cc1cc(C)c(C)c(S(=O)(=O)N2C3CCC2CC(S(=O)(=O)c2ccccc2)C3)c1C (stereo not drawn)	-13
O=c1c(S(=O)(=O)N2CCCC2)cccn1Cc1noc(-c2cccs2)n1	-2
Nc1cc(-n2cccn2)ncn1	-12
COc1ccc(NCC(=O)NN=C2CCc3ccccc32)cc1	-3
O=C(CSc1ccc(Cl)cc1)Nc1nnc(-c2ccccn2)o1	35*
COc1ccc(-c2cn(-c3ccc(Br)cc3)c(=O)[nH]2)cc1OC	-2
COc1ccc(C2CCCCN(C(=O)CN3CCOC3=O)C2)cc1 (stereo not drawn)	7

Of the compounds above, 3 have bromine:
SMILES	PriA SSB inh
O=C(c1cncc(Br)c1)N1CCC2(CC1)OCCS2	-6
CCOc1cc(C=NNC(N)=O)cc(Br)c1OCc1ccccc1	-6
COc1ccc(-c2cn(-c3ccc(Br)cc3)c(=O)[nH]2)cc1OC	-2

Next structures
SMILES	PriA SSB inh
COc1cc(C2c3cccn3CCN2S(=O)(=O)c2ccccc2[N+](=O)[O-])cc(OC)c1OC (stereo not drawn)	7
O=Cc1ccc(N2CCOCC2)s1	7
O=C(CON=Cc1ccc(OC(F)F)cc1)NCc1cccs1	2
CCOC(=O)c1nn(-c2ccc(F)cc2)c(=O)cc1NCCc1c[nH]c2ccccc12	10
CN(C)S(=O)(=O)c1ccc(C(=O)Nc2c3c(nn2CC(=O)NC[C@H]2CCCO2)CSC3)cc1	-9
O=C(c1cc2ccccc2o1)N(CCN1CCOCC1)c1nc2c(C(F)(F)F)cccc2s1	-5
O=S(=O)(/C=C/c1ccccc1)NCC1CCN(c2ccccn2)CC1	-4
Cn1c(C2CCC(CNC(=O)c3cc4ccccc4o3)CC2)nc2ccccc21 (stereo not drawn)	-22
O=C(Cn1ncn2nc(-c3ccc(F)cc3)cc2c1=O)NCc1ccco1	-1
COc1ccc(-c2csc(CN3CCN(C(=O)c4c(F)cccc4Cl)CC3)n2)cc1	11
O=C(NCC1CCN(C(=O)c2cccnc2)CC1)c1cccc(C(F)(F)F)c1	-5
Cc1nc(SC(C)c2ccccc2)[nH]c(=O)c1CC(=O)NCc1ccc2c(c1)OCO2 (stereo not drawn)	-9
O=C(c1cccs1)N1CCC2(CC1)NC(=O)N(Cc1ccc(F)cc1)C2=O	-2
O=C(COc1ccc(F)cc1)Nc1ccccc1Cc1nc(C2CC2)no1	-7
CCOc1ccc(CC(=O)Nc2nc(-c3cccc([N+](=O)[O-])c3)cs2)cc1	-3
CC(C)CCN1C(=O)CCc2cc(NC(=O)c3ccc(C#N)cc3)ccc21	-3
N=C1c2ccccc2CN1c1ccc(Br)cc1	4
Cc1ccnc(C(=O)NCCNc2cc(N3CCCC3)nc(C)n2)n1	0
O=C(NCc1c(F)cccc1F)c1csc(NS(=O)(=O)c2ccccc2)n1	5
CCOc1ccc(-c2ccc(N3CCN(C(=O)c4ccccn4)CC3)nn2)cc1	-19
COc1ccc(SCC2CCN(C(=O)NC(C)C)CC2)cc1	9
CCC(=O)Nc1ccc(S(=O)(=O)Nc2cnn([C@H]3CCOC3)c2)c(C)c1	-9
Cc1cccn2cc(-c3ccccc3NC(=O)CCn3cnc4ccccc4c3=O)nc12	-16
CCC(OCC(O)CN1CCN(CCO)CC1)c1ccccc1 (stereo not drawn)	-6
Cn1cc(CC(=O)Nc2ccc(F)c(C(F)(F)F)c2)c2ccccc21	7
CC(=O)Nc1ccc2nc(NC(=O)C3c4ccccc4Oc4ccccc43)sc2c1	9
CCn1c(SCC(=O)Nc2ccccc2)nc2c(c1=O)SC(C)C2 (stereo not drawn)	-1
O=C(Cn1cnc2c(sc3ccccc32)c1=O)Nc1ccc(Cl)cc1C(F)(F)F	-2&4
CN1CCCc2cc(C(CNC(=O)c3ccc(F)c(F)c3)N3CCCC3)ccc21 (stereo not drawn)	24
O=C(Nc1nnc(-c2ccc3c(c2)OCCO3)o1)c1ccccc1F	-6
O=C(O)c1cnc[nH]c1=O	-8
O=C(NCCC(c1ccccc1)c1ccccc1)C(=O)Nc1ccc2c(c1)OCO2	0
CCCc1nnsc1C(=O)NCC1CCCN1c1ccccc1 (stereo not drawn)	-10
CSc1cccc(NC(=O)C(=O)NCCC(O)c2cccc3ccccc23)c1 (stereo not drawn)	9
Cc1sc2ncnc(N3CCC(Cc4ccccc4)CC3)c2c1C	-12
CCOc1ccc(CC(=O)N2C3C=CCC2CC3)cc1 (stereo not drawn)	-6
Cc1ccc(NC(=O)C(=O)NC[C@H](C)O)cc1Cl	-3
CN(CCCC(=O)NCc1ccco1)S(=O)(=O)c1ccc2c(c1)C(=O)c1ccccc1C2=O	10
CCNC(=O)C1CCN(c2cc(SCC(=O)Nc3ccc(C(=O)OCC)cc3)ncn2)CC1	-12
COc1ccc(N(CC(=O)NN=C(C)CCc2ccccc2)S(=O)(=O)c2ccc(C)cc2)cc1	6
CCOc1ccc(-c2cc(=O)n(CC(=O)Nc3ccncc3)cn2)cc1	-8
O=C(Nc1ccc2c(c1)C(=O)N1CCCCC1CCO2)c1csc(-c2ccccc2)n1 (stereo not drawn)	4
CSc1nc(C)cc(SCC(=O)NN=Cc2ccccc2)n1	-16
Cn1cc(C(=O)NCC2CCN(S(=O)(=O)C3CC3)CC2)nn1	-18
COc1ccc(C=NNc2nc(-c3ccc(Cl)cc3)cc(C(F)(F)F)n2)c(OC)c1	0
Cc1ccc(NC(=O)c2ccc([N+](=O)[O-])cc2Cl)cc1N1CCCC1=O	4
COC(=O)c1ccccc1NC(=O)Cn1cccc(-c2nc(-c3ccc(OC)c(OC)c3)no2)c1=O	-9&-8
Cc1ccc(S(=O)(=O)NCCCN(CCN(CCCNS(=O)(=O)c2ccc(C)cc2)S(=O)(=O)c2ccc(C)cc2)S(=O)(=O)c2ccc(C)cc2)cc1	-2
O=C(c1cc(C2CC2)n(C2CCS(=O)(=O)C2)n1)N1CCc2ccccc21 (stereo not drawn)	-4
COc1ccc(Cl)cc1S(=O)(=O)Nc1ccc(-n2c(C)nc3ccccc3c2=O)cc1	5
O=C(c1ccoc1)N1CC[C@H](S(=O)(=O)Cc2ccco2)C1	-4
O=C(COc1ccc2ccccc2c1)Nc1ccc2c(c1)CN(C(=O)c1cccs1)CC2	0
COc1cccc(Oc2coc3cc(OS(C)(=O)=O)ccc3c2=O)c1	11
COc1cccc(OCC(=O)Nc2ccc(N3CCCC3=O)cc2)c1	-3
CCCCOc1ccccc1/C=C1/SC(N2CCOCC2)=NC1=O	-14
Cn1cc(S(=O)(=O)N(Cc2cccn2C)C2CC2)cn1	-3
CCOC(=O)CCC(=O)Nc1nc2c(s1)C(=O)NCCC2	-14
O=C(COc1ncccn1)Nc1cccc(Cl)c1	2
Cc1ccc(S(=O)(=O)N(CC(=O)NN=Cc2ccc(F)cc2)c2cccc3cccnc23)cc1	-11
Cc1ccc(S(=O)(=O)NCCC(=O)N/N=C/c2ccc(N(C)C)cc2)cc1	12

(next part)
SMILES	PriA SSB inh
O=C(NC1CCCC1)C1CCN(c2ncnc3c2sc2ncccc23)CC1	-3
O=c1nc(SCc2cccc([N+](=O)[O-])c2)c2c(n1CC1CCCO1)CCC2 (stereo not drawn)	19
COCCN1CCCc2ccc(NS(=O)(=O)c3ccccc3Br)cc21	30
O=C(COc1cccc2ccccc12)Nc1cc(N2CCCCC2)ncn1	2
Cc1[nH]c(=O)[nH]c(=O)c1CCc1nnc(SCc2ccccc2)o1	-7
COc1ccc(OC)c(-c2nnc3ccc(OCCNC(=O)Nc4ccccc4C)nn23)c1	-7
O=C(CN1CCC(c2nc(-c3ccccc3Cl)no2)CC1)NCc1ccc(Cl)cc1	-16
Cc1cc(C(=O)Nc2nc3c(s2)C(=O)CC(C)(C)C3)on1	-10
CN(C)c1ccc(CCCNC(=O)C(=O)Nc2ccc(F)c(Cl)c2)cc1	3
CC(=O)Nc1cccc(NC(=O)C(=O)NCC(c2ccc3c(c2)CCN3C)N2CCCC2)c1 (stereo not drawn)	-11
COc1ccc(-c2ccc(C)c(NC(=O)c3cccs3)c2)nn1	-7
COC(=O)c1c(NC(=O)CCS(=O)(=O)c2ccc(F)cc2)sc(C)c1C	-7

Gathered by group: the entries above with an NH in an aromatic ring
SMILES	PriA SSB inh
O=c1[nH]c(=O)n(C2CCCCC2)c(O)c1C=NN1CCCCC1c1cccnc1 (stereo not drawn)	6
COc1ccc(-c2cn(-c3ccc(Br)cc3)c(=O)[nH]2)cc1OC	-2
CCOC(=O)c1nn(-c2ccc(F)cc2)c(=O)cc1NCCc1c[nH]c2ccccc12	10
Cc1nc(SC(C)c2ccccc2)[nH]c(=O)c1CC(=O)NCc1ccc2c(c1)OCO2 (stereo not drawn)	-9
O=C(O)c1cnc[nH]c1=O	-8
Cc1[nH]c(=O)[nH]c(=O)c1CCc1nnc(SCc2ccccc2)o1	-7

Remaining list, next part:
SMILES	PriA SSB inh
CCC(CC)C(=O)Oc1coc(CSc2nc(C)cs2)cc1=O	-17
Cn1c(=O)c2[nH]c(NCCN3CCOCC3)nc2n(C)c1=O	7
Cc1cc(C)cc(NC(=O)N(C)C)c1	-8&1
Oc1ccc(/C=N\Nc2nc3ccccc3s2)cc1	22
CCc1ccccc1NC(=O)NCCn1nc(-c2ccccc2)ccc1=O	8
COc1ccc(-c2csc(NC(=O)Cc3cccc4ccccc34)n2)cc1OC	24
CC(C)c1ccc(C=NN2CCCCC2)cc1	0
CS(=O)(=O)c1ccc(NC(=O)c2ccco2)cc1	10
CCOc1ccc(-c2cc(=O)n(CC(=O)Nc3cc(OC)ccc3OC)cn2)cc1	-14
CC(NO)C(=NO)c1cccs1 (stereo not drawn)	1
CN(C)c1cccc(C(=O)N2CCC(c3cccs3)CC2)c1	13
CC1CCN(c2nc(-c3ccc(F)cc3)nc3ccccc23)CC1	-8

Structural class: the compounds so far with a nitro group on carbon.
SMILES	PriA SSB inh
COc1cc(C2c3cccn3CCN2S(=O)(=O)c2ccccc2[N+](=O)[O-])cc(OC)c1OC (stereo not drawn)	7
CCOc1ccc(CC(=O)Nc2nc(-c3cccc([N+](=O)[O-])c3)cs2)cc1	-3
Cc1ccc(NC(=O)c2ccc([N+](=O)[O-])cc2Cl)cc1N1CCCC1=O	4
O=c1nc(SCc2cccc([N+](=O)[O-])c2)c2c(n1CC1CCCO1)CCC2 (stereo not drawn)	19

Carrying on:
SMILES	PriA SSB inh
O=C(NCCN1CCN(c2ccc(F)cc2)CC1)c1ccc(F)cc1Cl	-4
Nc1nonc1C(=O)NN=Cc1cc2c(cc1Br)OCO2	-9
O=C(Nc1ccccc1-c1ccccc1)Nc1c[nH]c2ccccc12	-15&1
Cc1cc(C)c2nc(NC(=O)Nc3cccc(Cl)c3)sc2c1	-28&-16
COC(=O)CCC(=NNc1ccc(Cl)c(Cl)c1)C(=O)OC	4
Cc1cccc(CC(=O)NCCn2ncc3c(=O)n(Cc4cccc(Cl)c4)cnc32)c1	-2
COc1ccc(-c2ccc(N3CCC(C(=O)Nc4ccc5c(c4)OCCO5)CC3)nn2)cc1	-10
O=C(c1c(F)cccc1F)N1CC(c2nc(-c3ncccn3)no2)C1	-13
CCc1nnc(N=Cc2c(O)n(-c3ccc(Cl)cn3)c(=O)c3ccccc23)s1	-10
CCOc1ccccc1NC(=O)Cn1c(C)cc(C)c(-c2nc(-c3ccccc3)no2)c1=O	-17
CCn1c(SCC(=O)c2ccc3c(c2)OCCO3)nc2sc3c(c2c1=O)CCC3	1
COc1cc(C)c(-c2nc(CN3C[C@@H]4C[C@H](C3)c3cccc(=O)n3C4)c(C)o2)cc1C	19
CCCNC(=O)c1ccc2nc(N)sc2c1	87*
COc1cccc2cc(C(=O)NCC(OC)c3ccsc3)oc12 (stereo not drawn)	9

A portion of the library. The share of hits here may be higher or lower than overall.
